# Bioassay records as filed in PubChem BioAssay.
# SMN2 splice enh = qHTS Assay for Enhancers of SMN2 Splice Variant Expression. HEK293 SMN2-luciferase splicing reporter, luminescence, 30-36 h. Potency, µM (series often up to 46.1 µM), inactives show top-dose activity change, positive = activation, most hits filed as activators. 210,000 tested, 2.8% active; also: % of control where 0% means no effect; nearly all actives have a fitted effect of over 55% in size
#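 HEK293 cells carry an SMN2 […]–luciferase reporter in which exon 7 inclusion puts luciferase in frame. Cells were plated 10-12 h before compound addition, then incubated 30-36 h at 37C. ONE-Glo luminescence was read; sodium butyrate at 4.5 mM final served as control.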
# HttQ103 aggreg = qHTS Multiplex Assay to Identify Dual Action Probes in a Cell Model of Huntington: Aggregate Formation (GFP); Potency, µM (doses to about 46.1 µM), for inactives: at the highest dose activity change, negative = inhibition, hits mostly inhibitors; 220,000 tested, 1.1% active; PC12 HttQ103-GFP aggregates, Acumen cytometry, 40 h; also: % is scaled to controls: 0 for no effect and ±100 for the full control effect; nearly all actives have a fitted effect of over 60% in size
#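 Using laser scanning cytometry, GFP-positive aggregates were counted after lysis of PC12 cells induced with 100 nM tebufenozide to express HTT exon 1 Q103–GFP. Compounds were tested in titration.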
# KDM4E inh = qHTS Assay for Inhibitors of Human Jumonji Domain Containing 2E (JMJD2E); 230,000 tested, 1.6% active; AID 2147, 2009; JMJD2E catalytic domain, FDH-coupled NADH fluorescence (FDH is formaldehyde dehydrogenase); Potency, µM (top dose mostly 57.1 µM), without a hit: at the top dose activity change, negative = inhibition, usual class: inhibitors; active = well fitted inhibition curve with a large enough effect, not every such curve was filed as active; inconclusive = small, poorly fitted or top-dose-only effect, or another doubt; inactive = no such curve, though single readings can be large or run the other way;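 also: 0% = wells with enzyme and -100% = buffer wells without enzyme; nearly all actives have a fitted effect of over 50% in size; many of its hits are not listed in these tables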
# Target sequence (B2RXH2 1-337 limits assumed): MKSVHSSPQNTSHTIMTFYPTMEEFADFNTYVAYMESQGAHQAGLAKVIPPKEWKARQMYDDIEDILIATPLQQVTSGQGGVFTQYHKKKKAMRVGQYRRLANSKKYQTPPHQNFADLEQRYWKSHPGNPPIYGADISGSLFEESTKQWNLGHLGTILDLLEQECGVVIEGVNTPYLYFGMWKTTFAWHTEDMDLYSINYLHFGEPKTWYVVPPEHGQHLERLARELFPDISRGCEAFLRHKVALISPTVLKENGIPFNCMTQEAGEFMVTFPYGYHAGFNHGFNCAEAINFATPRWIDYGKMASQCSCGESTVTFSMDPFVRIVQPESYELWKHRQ
# ALDH1A1 block = qHTS Assay for Inhibitors of Aldehyde Dehydrogenase 1 (ALDH1A1); Purified ALDH1A1, NADH fluorescence, propionaldehyde substrate; Potency, µM (top dose mostly 75.3 µM), inactives show at the highest dose activity, negative = inhibition, hits mostly inhibitors; 220,000 tested, 7.3% active; active = well fitted inhibition curve with a large enough effect, not every such curve was filed as active; inconclusive = small, poorly fitted or top-dose-only effect, or another doubt; inactive = no such curve, though single readings can be large or run the other way;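 also: plate controls were no enzyme wells and a reference inhibitor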
# Target sequence (P00352 whole entry, looked up): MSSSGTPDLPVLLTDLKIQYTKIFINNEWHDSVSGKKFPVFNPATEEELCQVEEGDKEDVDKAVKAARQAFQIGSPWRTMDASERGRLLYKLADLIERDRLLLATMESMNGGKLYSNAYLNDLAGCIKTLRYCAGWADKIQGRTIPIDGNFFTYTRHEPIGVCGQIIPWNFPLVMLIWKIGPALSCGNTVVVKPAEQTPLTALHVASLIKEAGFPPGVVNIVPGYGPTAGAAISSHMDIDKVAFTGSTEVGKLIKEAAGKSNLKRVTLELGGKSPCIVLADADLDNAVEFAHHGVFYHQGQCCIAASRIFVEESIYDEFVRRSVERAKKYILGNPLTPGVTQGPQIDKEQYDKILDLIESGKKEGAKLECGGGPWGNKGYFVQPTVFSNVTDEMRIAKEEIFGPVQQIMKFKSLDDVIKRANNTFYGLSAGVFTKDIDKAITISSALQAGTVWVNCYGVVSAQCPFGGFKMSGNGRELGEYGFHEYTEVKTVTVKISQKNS
# HTT ATP protect = qHTS Multiplex Assay to Identify Dual Action Probes in a Cell Model of Huntington: Cytoprotection (ATP); PC12 HTT-Q103 induced, cytoprotection, ATP luminescence, 40 h; AID 1471, 2008; 230,000 tested, 0.14% active; Potency, µM (series often up to 56.4 µM), for inactives: cytoprotection (ATP increase), usual class: activators;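 also: % of control where 0% means no effect; nearly all actives have a fitted effect of over 45% in size; toxic huntingtin expression switched on by the ecdysone agonist tebufenozide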
#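 Readout: ATPlite luminescence (ATP level). Model: stable PC12, inducible Htt exon1 Q103-GFP. Inducer: tebufenozide, 100 nM final. Compounds: dose series. No G418 in medium.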
# Tau fibril ThT = qHTS for Inhibitors of Tau Fibril Formation, Thioflavin T Binding; Potency, µM (series often up to 57.4 µM), for inactives: at the highest dose activity, negative = inhibition, hits mostly inhibitors; recombinant tau K18 P301L, heparin-induced fibrillization, ThT fluorescence; 270,000 tested, 2.1% active; also: % is scaled to controls: 0 for no effect and ±100 for the full control effect; nearly all actives have a fitted effect of over 55% in size
# Target sequence (P10636 561-689 P618L limits assumed): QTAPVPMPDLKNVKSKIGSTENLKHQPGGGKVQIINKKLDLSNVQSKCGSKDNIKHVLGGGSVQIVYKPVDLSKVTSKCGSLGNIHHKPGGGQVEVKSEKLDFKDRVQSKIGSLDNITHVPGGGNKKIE
#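 Heparin-induced fibrillization of the P301L-mutant K18 repeat-domain fragment of human tau was followed by ThT binding in quantitative high-throughput format.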
# Tau fluor counter = Counterscreen qHTS for Inhibitors of Tau Fibril Formation, Fluorescence Polarization. tau K18 P301L Alexa594 fluorescence, heparin fibrillization. Potency, µM (highest dose often 57.7 µM), for the others: at the top dose activity change, negative = decrease. 280,000 tested, 0.93% active. AID 1463, 2008; also: % is scaled to controls: 0 for no effect and ±100 for the full control effect; nearly all actives have a fitted effect of over 55% in size
#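 Human tau K18 P301L (15 uM unlabeled, 0.24 uM Alexa 594-labeled) in 100 mM sodium acetate pH 7 with 20 uM heparin, 6 hr at 37 C. ThT 30 uM added, 1 hr ambient; Alexa 594 FP and total fluorescence read at 555/632 nm.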
# Tau fibril FP = qHTS for Inhibitors of Tau Fibril Formation, Fluorescence Polarization; Potency, µM (doses to about 57.7 µM), inactives show top-dose activity, negative = inhibition, actives largely listed as inhibitors; K18 P301L tau heparin fibrillization, Alexa594 FP, 6 h; AID 1468, 2008; 280,000 tested, 0.39% active; also: % is scaled to controls: 0 for no effect and ±100 for the full control effect; nearly all actives have a fitted effect of over 55% in size
#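 FP of Alexa 594-tau after heparin (20 uM) induction. Substrate: human K18 P301L, 15 uM unlabeled, 0.24 uM labeled. Buffer 100 mM sodium acetate pH 7. 6 hr, 37 C.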
# Starred values were filed as active, the others as inactive; u = inconclusive; x = no result given; [ ] = another dose, or the depositor's remark. Unless noted, calls follow the shape of the dose curve; as a rule, active = well fitted curve in the direction sought with a large enough effect; inconclusive = small, poorly fitted or top-dose-only effect, or another doubt; inactive = no such curve, though single readings can be large; an effect the other way counts as inactive or inconclusive. Potency is read from the fitted curve at half-maximal effect. This is a subset, so the mix of outcomes need not match the whole.
molecule	SMN2 splice enh	HttQ103 aggreg	KDM4E inh	ALDH1A1 block	HTT ATP protect	Tau fibril ThT	Tau fluor counter	Tau fibril FP
Cn1nc(-c2ccc(Cl)cc2)c2cc(C(=O)N3CCN(c4ccccc4)CC3)sc21	-19.9%	11.7%	1.5%	-7.7%	-33.2%	u	-22.7%	-1.5%
Cc1ccc(-c2ccc(=O)[nH]n2)cc1	0.8%	-4.2%	-28.4%	-3.9%	-5.6%[10 µM]	-7.0%	-1.5%	-1.4%
Cc1cc(N2CCC(C(=O)Nc3ccc(F)cc3F)CC2)n2nc(C)c(-c3ccc(Cl)cc3)c2n1	-2.3%	x	x	x	x	-2.2%	-12.5%	-6.1%
CC(C)N(C)C1CCN(C(=O)Nc2ccc(Cl)cc2)CC1	16.5%	0.8%	2.4%	5.4%	-5.4%	9.1%	-5.2%	6.9%
COC(=O)[C@]12C(=O)C(C)=C(O)[C@@]1(C)C(C)=CC1[C@@]34CC[C@@H](OC(C)=O)C(C)(C)C3C(C[C@]12C)OC4=O (stereo partly specified)	x	-16.3%[9.22 µM]	3.4%	x	-13.3%[10 µM]	2.2%	8.1%	-2.8%
CC(C)C[C@@H](CC(=O)N[C@@H](CCC(=O)O)CC(=O)O)NC(=O)[C@@H]1CCCC[C@H]1NC(=O)C[C@H](CCCN)NC(=O)C[C@H](CO)NC(=O)[C@@H]1CNCC[C@H]1N	0.6%	x	-10.3%	6.2%	u	-7.4%	-2.5%	3.8%
CCN(CC)S(=O)(=O)c1ccc(S(=O)(=O)N2CCCC2C(=O)O)cc1 (stereo unspecified)	1.5%	12.4%	-7.5%	7.9%	-8.9%	-5.0%	-3.0%	5.1%
COc1ccc(-c2nn(C)c(=O)c3ccccc23)cc1CNC(=O)c1ccco1	u	23.4%	u	u	1.9%[10 µM]	-7.5%	1.0%	1.0%
NC(=O)CC[C@H](NC(=O)c1ccc(F)cc1)C(=O)OCC(=O)Nc1c(F)c(F)c(F)c(F)c1F	11.8%	6.8%	4.5%	14.1%	-4.0%[0.074 µM]	1.5%	2.6%	-1.3%
CN1CCN(CCCNC(=O)c2ccc(CSCc3cccc(Cl)c3)o2)CC1	28.1%	-5.7%	5.2%	5.5%	-14.2%	-9.4%	-4.9%	-2.4%
CCN(C(=O)C(Cc1ccccc1)NS(=O)(=O)c1cccc2nsnc12)c1ccccc1 (stereo unspecified)	7.7%	x	x	x	x	-11.7%	-8.4%	5.3%
Cc1[nH]c2ccccc2c1C(=O)COC(=O)C(C)C	-27.1%	3.2%	15.8%	-0.5%	6.7%	-0.2%	-6.3%	9.8%
Cc1sc2nc3ccc(N4CCCC4)nn3c(=O)c2c1C	x	1.9%[9.22 µM]	u	u	-6.6%[10 µM]	u	-10.3%	-11.6%
Cc1cccc(C)c1NC(=O)COC(=O)Cc1ccsc1	-7.8%	20µM*	6.5%	11.1%	32.7%[10 µM]	4.7%	3.3%	3.8%
O=C(CC1Oc2ccccc2NC1=O)NC1CC1 (stereo unspecified)	-6.3%	-8.4%	-0.7%	1.4%	-5.6%	-10.1%	-3.9%	1.4%
CSc1ccccc1NC(=O)CN1c2ccccc2CC1C (stereo unspecified)	x	-30.0%[9.22 µM]	-1.1%	x	5.9%[10 µM]	-13.5%	-23.2%	-3.3%
COC1C(O)CC(=O)OC(C)C/C=C/C=C/[C@@H](OC2CCC(N(C)C)C(C)O2)C(C)C[C@@H](CC=O)[C@@H]1O[C@H]1OC(C)[C@H](O[C@@H]2C[C@@](C)(O)C(O)C(C)O2)C(N(C)C)C1O (stereo partly specified)	-0.5%	x	0.7%	6.9%	-16.7%	-1.6%	-4.1%	-9.8%
CCCCC[C@H](O)/C=C/C=C/C=C/[C@@H](O)C/C=C\CCCC(=O)O	-9.4%	x	2.0%	4.2%	16.8%	1.4%	-0.2%	1.8%
CCCc1nc(Nc2nc3ccccc3o2)nc(C)c1C(=O)OCC	u	12.3%	5.9%	5.1%	-59.1%[inhibitor]	-10.1%	-4.1%	-3.7%
Cc1cccc(N2CC(c3nc4ccccc4[nH]3)CC2=O)c1 (stereo unspecified)	9.3%	7.3%	13.2%	-8.3%	-47.5%	-3.6%	-3.4%	-4.8%
O=C(N=C1c2ccccc2CN1c1ccccc1)c1cccc([N+](=O)[O-])c1	-4.4%	-6.1%	-8.3%	u	x	-16.4%	-20.0%	-6.9%
C=C(C)C(=O)Nc1cccc(C2=NOC3(C2)C[C@H](C(N)=O)N(C(=O)CC#N)C3)c1 (stereo partly specified)	x	-11.4%[9.22 µM]	u	x	14.9%[10 µM]	9.9%	20.9%	-1.9%
Cc1ccc(C)c(-c2cc(C(=O)NCc3cccs3)c3ccccc3n2)c1	10.3%	1.8%	0.8%	-8.5%	-65.4%[inhibitor]	-15.6%	-14.9%	0.6%
O=C1c2ccccc2CCC12N=NCC2c1ccccc1 (stereo unspecified)	-14.7%	-2.8%	1.8%	13.5%	6.6%	u	-18.6%	1.3%
O=C(CSc1nnc2scc(-c3ccccc3)n12)c1ccc2c(c1)OCCO2	-34.4%[inhibitor]	13.4%	-4.8%	-8.8%	-20.3%	-1.5%	-5.1%	u
COc1ccc(CCNc2ccc(N3C(=O)CC(C)C3=O)cc2[N+](=O)[O-])cc1 (stereo unspecified)	x	24.2%	-0.4%	u	-9.5%	7.6%	0.6%	-1.8%
Cc1ccc(CCNC(=O)C2CCCN(S(=O)(=O)c3c(C)noc3/C=C/N(C)C)C2)cc1 (stereo unspecified)	-26.7%	2.8%	-4.4%	u	0.2%	u	-29.8%	8.0%
Cc1ccc(C(C(=O)NC2CCCC2)N(Cc2ccc3c(c2)OCO3)C(=O)c2snc(C(N)=O)c2N)cc1 (stereo unspecified)	x	21.1%[9.22 µM]	u	x	5.2%[10 µM]	-13.7%	-20.5%	0.0%
Cc1cc(C)n2nc(C(=O)N/N=C/c3ccccc3C)nc2n1	x	-9.5%[9.22 µM]	-22.5%	x	-19.6%[10 µM]	-11.6%	-1.2%	4.9%
COCCNC(=O)CN1CCC(NC(=O)c2ccco2)CC1	x	-19.1%[9.22 µM]	u	u	-21.2%[10 µM]	-5.8%	-7.1%	5.0%
CCOC(=O)N1CCC(NC(=O)CCC(=O)N2CCOc3ccc(C)cc32)CC1	x	-0.1%	-2.9%	u	-11.0%	-27.2%	-20.1%	-1.5%
O=C(c1ccc(F)cc1)N1CCN(c2cc(N3CCCCC3)c(F)cc2[N+](=O)[O-])CC1	-31.7%[inhibitor]	u	5.1%	1.8%	-1.6%[10 µM]	u	-10.5%	3.7%
O=C(Oc1c(-c2ccco2)oc2ccccc2c1=O)c1cccnc1	24.6%	-27.6%	u	u	x	-12.6%	-9.1%	6.6%
CCN1C(=O)C(CC(=O)Nc2ccc(F)cc2)N(CCCN2CCN(c3ccc(F)cc3)CC2)C1=S (stereo unspecified)	-21.1%	u	-5.7%	-11.0%	-70.3%[inhibitor]	u	12.6µM*[quencher]	u
CCOC(=O)C(=NCC1CCCO1)NNc1ccccc1Cl (stereo unspecified)	x	-42.2%[9.22 µM]	u	x	-3.7%[10 µM]	-5.0%	-24.7%	10.9%
C=C1C(C(=O)Nc2ccccc2)C1C(=O)Nc1ccccc1 (stereo unspecified)	x	-5.0%[9.22 µM]	4.5%	x	-6.7%[10 µM]	-0.4%	5.6%	2.1%
C=CCNS(=O)(=O)c1cc(S(=O)(=O)NCC=C)c(OC)cc1OC	-14.4%	-17.6%	2.2%	1.1%	5.4%[10 µM]	5.5%	8.9%	2.1%
Cn1ncc2c(Nc3ccc(-c4ccccc4)cc3)ncnc21	u	-0.8%	u	u	-6.4%	u	u	u
O=[N+]([O-])c1cc(F)c2cccnc2c1O	x	-19.3%[9.22 µM]	87.4%[activator]	17.8µM*	-64.1%[inhibitor][10 µM]	7.94µM*	-20.7%	u
O=C(c1cc(COc2c(F)cccc2F)on1)N1CCC(c2ccccc2F)C1 (stereo unspecified)	x	-24.7%[9.22 µM]	3.1%	-6.5%	-5.6%[10 µM]	u	-19.2%	6.6%
O=C1NC(c2ccc(Cl)cc2)Nc2ccccc21 (stereo unspecified)	x	-12.5%[9.22 µM]	-1.4%	u	-31.5%[10 µM]	-11.4%	-15.3%	3.4%
Cc1cc(C)nc(SCc2ccc(C(=O)N/N=C/C3CCCCC3)cc2)n1	-19.9%	8.9%	u	u	-3.1%[10 µM]	u	-5.5%	4.9%
O=C(NCC1CCCO1)c1ccc2c(=O)n(-c3ccc(F)cc3)c(=S)[nH]c2c1 (stereo unspecified)	-23.5%	-8.8%	-3.2%	u	-18.2%	-4.6%	-5.3%	-2.7%
O=C(c1ccc(COCC(F)(F)F)cc1)N1CCN(c2ccccn2)CC1	x	-5.6%[9.22 µM]	-0.4%	1.7%	34.5%[10 µM]	1.3%	11.2%[2.34 µM]	-9.4%
CCC1(C)CC(CC(=O)O)(c2ccccc2OC)CCO1 (stereo unspecified)	-10.8%	0.2%	-12.2%	4.3%	-9.1%	2.0%	8.0%	1.7%
CC(CCc1ccccc1)NC(=S)NC1CCCCC1 (stereo unspecified)	1.8%	u	-10.8%	u	u	-0.7%	-16.6%	-1.2%
N/C(=N\OC(=O)CCn1cccc(C(F)(F)F)c1=O)c1ccc(OC(F)(F)F)cc1	x	10.7%[9.22 µM]	-11.2%	x	20.8%[10 µM]	-0.6%	5.2%	4.0%
CCN(CC)C1=C(Cl)C(=O)C(Cl)C12OCCO2 (stereo unspecified)	x	-14.2%[9.22 µM]	-3.1%	x	-13.8%[10 µM]	-2.0%	7.3%	-5.3%
O=C(NCCCN1CCOCC1)c1ccc(Br)cc1Br	3.6%	-15.9%	5.2%	3.3%	-33.1%	-5.5%	-0.8%	-5.0%
Cc1cc(O)c(-c2cc(C(=O)Nc3ccc(S(=O)(=O)N4CCOCC4)cc3)[nH]n2)cc1C	-17.7%	-22.7%	0.6%	9.5%	5.9%[10 µM]	-19.0%	u	u
